# BAZ2B block = BAZ2B (human) inhibition | 4.4% of 360,000 active | Potency, µM (doses to about 114 µM), for inactives: top-dose activity change, negative = inhibition, usual class: inhibitors | AID 504333 | AlphaScreen BAZ2B-H3K14Ac peptide displacement; also: % is scaled to controls: 0 for no effect and ±100 for the full control effect; nearly all actives have a fitted effect of over 60% in size
#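 Inhibition is scored as reduced AlphaScreen emission. The BAZ2B/b-H3(5-23)K14Ac complex (50 nM each) in PBS pH 7.4, 0.01% Tween-20 meets compound (up to 110 uM) for 30 min at RT before bead addition.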
# PGK inhibitor = inhibitors of T. brucei phosphoglycerate kinase. 0.043% of 380,000 active. PGK/GAPDH coupled, Kinase-Glo luminescence, 60 min. Potency, µM (titrated, usually from 57.5 µM), for inactives: at the top dose activity change, negative = inhibition, actives largely listed as inhibitors; also: % is scaled to controls: 0 for no effect and ±100 for the full control effect; nearly all actives have a fitted effect of over 60% in size
# Target sequence (P07378 whole entry, looked up): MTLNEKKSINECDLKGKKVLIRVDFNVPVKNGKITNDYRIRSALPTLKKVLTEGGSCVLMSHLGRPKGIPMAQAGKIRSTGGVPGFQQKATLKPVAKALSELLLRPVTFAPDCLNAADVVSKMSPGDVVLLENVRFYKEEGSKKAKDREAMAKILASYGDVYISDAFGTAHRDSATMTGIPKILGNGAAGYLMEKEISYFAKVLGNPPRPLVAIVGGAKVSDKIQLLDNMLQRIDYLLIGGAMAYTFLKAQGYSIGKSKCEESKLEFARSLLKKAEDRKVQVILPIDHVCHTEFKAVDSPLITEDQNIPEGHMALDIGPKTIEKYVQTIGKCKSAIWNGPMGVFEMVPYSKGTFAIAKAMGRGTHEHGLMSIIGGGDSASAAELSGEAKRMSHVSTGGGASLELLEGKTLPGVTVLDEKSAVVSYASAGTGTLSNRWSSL
#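 Luminescent ATP detection (Kinase-Glo Plus) follows a 60-minute room-temperature incubation, with wells lacking PGK as controls. Buffer: 100 mM TEA (pH 7.6), 5 mM MgCl2, 0.01% Tween-20. Coupling enzyme GAPDH (100 nM final) supplies unstable 1,3-BPG in-well.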
# G9a block = blocks human histone lysine methyltransferase G9a. AID 504332. Potency, µM (top dose mostly 102 µM), for the others: at the top dose activity, negative = inhibition, hits mostly inhibitors. Q96KQ7. 8.8% of 350,000 active. G9a H3K9 monomethylation, AlphaScreen, 2 h; also: % is scaled to controls: 0 for no effect and ±100 for the full control effect; nearly all actives have a fitted effect of over 75% in size
# Target sequence (Q96KQ7 913-1193 limits assumed): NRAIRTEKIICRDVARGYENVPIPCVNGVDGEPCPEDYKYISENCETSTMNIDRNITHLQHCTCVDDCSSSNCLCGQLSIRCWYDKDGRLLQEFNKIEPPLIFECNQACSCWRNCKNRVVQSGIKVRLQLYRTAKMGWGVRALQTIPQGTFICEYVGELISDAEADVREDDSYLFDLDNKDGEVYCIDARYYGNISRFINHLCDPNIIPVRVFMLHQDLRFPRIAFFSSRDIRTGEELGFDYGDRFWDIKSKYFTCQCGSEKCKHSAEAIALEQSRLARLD
#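 Methyltransferase reactions run at room temperature for 2 h (20 nM enzyme, 500 nM biotin-H3K9 peptide, 20 uM SAM) after a 15 min compound preincubation; product detected by AlphaScreen beads and anti-H3K9me1 antibody.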
# Pin1 inh = blocks the human prolyl isomerase Pin1; Q13526; Potency, µM (series often up to 115 µM), for the others: at the highest dose activity, negative = inhibition, most hits filed as inhibitors; Pin1 FP peptide displacement, HiFluor488, 10 min; 0.009% of 390,000 active; AID 504891; active = well fitted inhibition curve with a large enough effect in the polarisation, with a control signal flat, not every such curve was filed as active; inconclusive = small, poorly fitted or top-dose-only effect, or effect the other way, or a change in a side signal; inactive = no such curve, though single readings can be large or run the other way; the % refers to the polarisation; also: % is scaled to controls: 0 for no effect and ±100 for the full control effect
# Target sequence (Q13526 whole entry, looked up): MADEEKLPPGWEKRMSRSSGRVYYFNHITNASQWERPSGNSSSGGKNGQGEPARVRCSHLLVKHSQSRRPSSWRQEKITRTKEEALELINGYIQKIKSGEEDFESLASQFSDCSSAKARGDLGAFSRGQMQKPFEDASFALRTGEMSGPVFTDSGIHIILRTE
# HP1b chromo inh = inhibitors of HP1-beta chromodomain binding to methylated histone tails. P83916. AlphaScreen HP1-beta / biotin-H3K9me3 peptide binding. Potency, µM (top dose mostly 114 µM), for inactives: top-dose activity change, negative = inhibition, most hits filed as inhibitors. 0.56% of 390,000 active; also: nearly all actives have a fitted effect of over 70% in size; inactives centre near 23
# Target sequence (P83916 whole entry, looked up): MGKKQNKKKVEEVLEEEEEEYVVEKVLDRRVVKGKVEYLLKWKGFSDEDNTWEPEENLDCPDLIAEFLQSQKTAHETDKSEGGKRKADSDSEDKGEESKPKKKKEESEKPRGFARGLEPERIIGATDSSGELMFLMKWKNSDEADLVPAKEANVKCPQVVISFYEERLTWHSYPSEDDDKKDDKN
#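 AlphaScreen: HP1-beta (50 nM) preformed 30 min with biotin-H3(1-18)K9me3 peptide (50 nM) in PBS pH 7.4, 0.01% Tween-20. Compound added for 30 min at RT, then streptavidin donor/nickel chelate acceptor beads (10 ug/mL) for 30 min.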
# JMJD2A Tudor = JMJD2A Tudor domain (human) inhibition | O75164 | AlphaScreen JMJD2A-Tudor / H3K4me3 peptide binding | Potency, µM (highest dose often 114 µM), for inactives: at the highest dose activity change, negative = inhibition, hits mostly inhibitors | 4.4% of 390,000 active; also: % is scaled to controls: 0 for no effect and ±100 for the full control effect; nearly all actives have a fitted effect of over 50% in size
# BLM helicase inh = blocks DNA unwinding by human BLM helicase; P54132; recombinant BLM DNA unwinding, fluorescence dequenching; Potency, µM (series often up to 56.1 µM), for the others: at the highest dose activity change, negative = inhibition, hits mostly inhibitors; 0.2% of 350,000 active; AID 2528;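 also: plate controls were vehicle for no effect and no enzyme for full effect; nearly all actives have a fitted effect of over 35% in size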
# GLS inhibitor = glutaminase GLS (human) inhibition; O94925; GLS enzymatic activity, qHTS titration; Potency, µM (doses to about 45.5 µM), for inactives: at the highest dose activity change, negative = inhibition, actives largely listed as inhibitors; 0.21% of 410,000 active; AID 624170; also: % is scaled to controls: 0 for no effect and ±100 for the full control effect
#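 Human kidney-isoform GLS in 45 mM KH2PO4 pH 8.2, 0.02% Tween-20, with compound, started with 1mM L-Glutamine (added stock). Glutamate oxidase/HRP/Amplex red coupled fluorescence read at start and after 30 min at RT.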
# Pol iota inh = DNA polymerase iota (human) inhibition. Pol iota fluorescent replication assay, 10 min. 1% of 390,000 active. Potency, µM (doses to about 115 µM), for inactives: at the highest dose activity, negative = inhibition, most hits filed as inhibitors. Q9UNA4
#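 Pol iota at 10 nM preincubated 15 min with compounds at room temperature; reaction started with fluorescent substrate, 50 nM final. Fluorescence read kinetically at 0 and 10 min; buffer-only wells as negative control.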
# * = called active by the depositor; i = inactive; ? = inconclusive; . = not tested or not shown; [ ] = another dose, or the depositor's remark. Unless noted, calls follow the shape of the dose curve; as a rule, active = well fitted curve in the direction sought with a large enough effect; inconclusive = small, poorly fitted or top-dose-only effect, or another doubt; inactive = no such curve, though single readings can be large; an effect the other way counts as inactive or inconclusive. Potency is read from the fitted curve at half-maximal effect. Not all compounds are listed; count on the stated rates, not on these rows.
# Sample of the layout (6 entries):
SMILES,BAZ2B block,PGK inhibitor,G9a block,Pin1 inh,HP1b chromo inh,JMJD2A Tudor,BLM helicase inh,GLS inhibitor,Pol iota inh
O=C(COc1ccc2c3c(c(=O)oc2c1)CCCC3)NCCN1CCOCC1,-26.9%,-11.3%,-9.8%,-0.9%,36.6%,-8.3%,-2.6%,-16.9%,6.7%
Cn1cnnc1SC(C(=O)Nc1cccc(C(F)(F)F)c1)c1ccccc1 (stereo unspecified),6.3%,3.0%,10.2%[12.7 µM],?,23.6%,-5.4%,-6.9%,8.2%,2.9%
Cc1ccc(-c2nn(CCC(=O)NCC3CCCO3)c(=O)c3ccccc23)cc1 (stereo unspecified),2.0%,-9.2%,17.0%[2.33 µM],-7.1%,53.3%[activator],-13.7%,1.4%,-8.2%,8.7%
CCCn1c(=O)c2c(c3ccccc31)OCC(=O)N2,-0.7%,0.9%,6.5%[59 µM],-0.5%,16.2%,-9.1%,0.1%,4.2%,8.9%
Cc1ccc2nc3sc(C(=O)Nc4c(C)[nH]c(=O)[nH]c4=O)c(N)c3cc2c1,-30.4%,10.1%,10µM*,?,21.7%,-18.6%,-6.6%,1.9%,4.2%
COc1ccccc1CN(C)C(=O)CN1C(=O)c2ccccc2C1=O,?,-5.0%,-3.8%,-8.1%,-10.2%,-14.4%,-0.2%,8.9%,66.0%[activator]

# Main list (from the top)
SMILES,BAZ2B block,PGK inhibitor,G9a block,Pin1 inh,HP1b chromo inh,JMJD2A Tudor,BLM helicase inh,GLS inhibitor,Pol iota inh
O=C(COc1ccc2c3c(c(=O)oc2c1)CCCC3)NCCN1CCOCC1,-26.9%,-11.3%,-9.8%,-0.9%,36.6%,-8.3%,-2.6%,-16.9%,6.7%
Cn1cnnc1SC(C(=O)Nc1cccc(C(F)(F)F)c1)c1ccccc1 (stereo unspecified),6.3%,3.0%,10.2%[12.7 µM],?,23.6%,-5.4%,-6.9%,8.2%,2.9%
Cc1ccc(-c2nn(CCC(=O)NCC3CCCO3)c(=O)c3ccccc23)cc1 (stereo unspecified),2.0%,-9.2%,17.0%[2.33 µM],-7.1%,53.3%[activator],-13.7%,1.4%,-8.2%,8.7%
CCCn1c(=O)c2c(c3ccccc31)OCC(=O)N2,-0.7%,0.9%,6.5%[59 µM],-0.5%,16.2%,-9.1%,0.1%,4.2%,8.9%
Cc1ccc2nc3sc(C(=O)Nc4c(C)[nH]c(=O)[nH]c4=O)c(N)c3cc2c1,-30.4%,10.1%,10µM*,?,21.7%,-18.6%,-6.6%,1.9%,4.2%
COc1ccccc1CN(C)C(=O)CN1C(=O)c2ccccc2C1=O,?,-5.0%,-3.8%,-8.1%,-10.2%,-14.4%,-0.2%,8.9%,66.0%[activator]
CCCCOc1ncnc2c1[nH]c1ccc(OC)cc12,-23.2%,-13.1%,.,-1.6%,29.6%,-4.5%,-1.5%,2.3%,?
Cc1ccc(S(=O)(=O)N2CCCC2)cc1C(=O)Nc1ccc(-n2cnnn2)cc1,8.0%,6.2%,-0.7%[2.33 µM],-4.2%,29.9%,-4.5%,.,6.2%,-20.1%
CC(=O)c1sc2nc(-c3cccs3)ccc2c1N,2.2%,-1.7%,1.58µM*,?,-3.5%,25.1µM*,-7.4%,13.2%,16.8%
COc1ccc(NC(=O)CCn2nc(-c3ccc(Cl)cc3)c3ccccc3c2=O)cc1,-20.8%,1.1%,-3.1%[59 µM],-3.3%,12.8%,-1.4%,-2.4%,8.1%,1.9%
Cc1ccc(C)c(OCC(=O)Nc2ccc3c(c2)OCO3)c1C,3.6%,-2.1%,-3.9%[12.7 µM],?,19.6%,5.6%,-12.3%,0.0%,1.1%
COc1ccc(C=O)cc1COc1ccc(Cl)cc1[N+](=O)[O-],-35.1%,-6.8%,34.3%[0.501 µM],-1.6%,15.6%,-12.3%,-1.9%,-1.6%,-14.4%
Cc1ccc(NC(=O)c2ccccc2OCC(=O)Nc2ccccc2F)cc1S(=O)(=O)N(C)C,2.3%,2.3%,-32.6%[59 µM],3.9%,28.8%,-17.9%,.,1.9%,-1.3%
O=C(Cc1ccccc1)N1CCC(c2nc3ccccc3[nH]2)CC1,-0.8%,-6.1%,-34.1%[2.33 µM],-4.4%,12.5%,-8.2%,-0.7%,-3.6%,21.7%
CN1CCN(S(=O)(=O)c2cccc(C(=O)Nc3nccs3)c2)CC1,-8.3%,-4.4%,-6.8%,2.8%,18.6%,?,1.3%,0.0%,?
c1ccc(Sc2ncccn2)nc1,-2.3%,-1.2%,31.6µM*,-1.1%,17.2%,-8.9%,-1.2%,-2.0%,?
CN(Cc1ccccc1)C(=O)c1cccc(NC(=O)c2ccco2)c1,0.9%,-6.7%,13.0%[59 µM],-2.3%,29.8%,6.2%,-1.1%,-7.8%,7.1%
CC(=O)Nc1ccc(S(=O)(=O)Nc2ccccc2C(=O)N2CCCC2)cc1,-9.6%,i,-12.4%,0.1%,24.1%,-13.1%,-1.5%,16.0%,-6.8%
O=C(Cn1c(=O)oc2cccnc21)Nc1ccccc1Oc1ccc(Cl)cc1Cl,10.1%,0.6%,9.8%,0.7%,38.7%,-2.8%,-7.3%,3.3%,13.8%
COc1ccc(CN2CCN(C(=O)c3cc(-c4cccnc4)nc4ccc(Cl)cc34)CC2)c(OC)c1OC,?,i,-2.4%[59 µM],3.2%,15.5%,-29.1%,-14.1%,13.3%,159.4%[activator]
O=C(O/N=C1\CCCc2ccccc21)c1cccs1,69.3%[activator],-4.1%,41.4%,-0.8%,98.6%[activator],42.0%[activator],-5.0%,4.4%,119.6%[activator]
S=c1[nH]nc(-c2ccccn2)n1/N=C/c1cccs1,8.91µM*,-8.7%,3.16µM*,31.9%[activator],19.4%,3.55µM*,-0.5%,-1.0%,28.8%
CCOc1nc(Nc2ccccc2F)nc(OCC)n1,1.3%,-6.8%,7.6%,1.3%,29.7%,-2.7%,-2.2%,2.1%,-8.4%
COc1ccc(S(=O)(=O)c2c(Nc3ccc(C)cc3)sc(C(=O)c3ccc4c(c3)OCO4)c2N)cc1,-16.4%,-4.7%,-32.9%[59 µM],27.6%,22.1%[57 µM],-16.6%,-6.9%,-6.1%,-8.9%
COc1ccc2c(C)cc(SCC(=O)Nc3ccc(Cl)cn3)nc2c1,-25.1%,-8.5%,12.6µM*,21.6%,-10.7%,-25.2%,-17.0%,1.1%,29.3%
COc1ccc(/C=N/N2CCN(c3ccccc3OC)CC2)cc1Br,39.8µM*,-2.6%,2.8%[0.501 µM],-6.3%,-13.2%,?,-7.8%,7.6%,-18.5%
c1ccc(-c2csc3ncn4cnnc4c23)cc1,0.4%,4.3%,1.9%[12.7 µM],-3.4%,21.4%,-6.0%,2.3%,4.7%,13.9%
COc1ccccc1C(=O)Nc1ccc(S(=O)(=O)N2CCCCC2c2cccnc2)cc1 (stereo unspecified),-14.3%,-0.9%,.,8.1%,11.3%,-11.0%[11.4 µM],-4.2%,-0.8%,-18.4%
C=CCn1c(N)cc(=O)nc1SCC(=O)Nc1ccccc1C(N)=O,-17.1%,-3.7%,.,2.6%,15.6%,-9.5%,3.7%,2.8%,104.7%[activator]
COCc1nnc(NS(=O)(=O)c2ccccc2)s1,13.8%,-1.0%,?,0.1%,15.3%,-6.6%,0.6%,1.4%,14.1%
CN(Cc1nccn1C)C(=O)CC1C(=O)NCCN1CC(c1ccccc1)c1ccccc1 (stereo unspecified),?,i,?,-1.3%,39.9%,-29.1%,-1.6%,?,-5.2%
Cc1ccccc1NC(=O)Cn1cc(S(=O)(=O)c2ccccc2)c(=O)c2ccccc21,?,2.7%,?,-15.3%,33.6%,-9.9%,-14.5%,5.0%,24.6%
CCOc1ccc(N2CC(NC(=O)Cc3cccs3)CC2=O)cc1 (stereo unspecified),-3.1%,2.6%,7.1%[59 µM],?,24.6%,-14.6%,-0.6%,6.4%,18.7%
O=C(CN1C(=O)COc2ccc(S(=O)(=O)N3CCOCC3)cc21)NCc1ccccn1,16.1%,2.9%,.,2.7%,35.2%,-13.9%,2.6%,8.1%,8.8%
Cc1cc(NC(=O)COC(=O)c2cccc(OCc3ccccc3)c2)no1,2.9%,-4.2%,.,-1.8%,23.7%,-14.9%,0.7%,6.0%,21.2%
COc1ccc(CCN2C(=NC(=O)C(C)C)SC3CS(=O)(=O)CC32)cc1OC (stereo unspecified),-1.6%,-8.7%,-4.5%,3.6%,6.4%,-9.7%,-0.4%,-0.3%,138.4%[activator]
N=C(c1cccc([N+](=O)[O-])c1)N1CCCCCC1,0.6%,1.7%,15.0%,0.6%,43.2%[activator],-8.7%,-1.4%,-1.0%,16.0%
COc1ccc(CCNC(=O)CCc2c(C)c3cc4c(C)c(C)oc4cc3oc2=O)cc1,-4.8%,-0.2%,-1.9%[59 µM],-3.9%,2.9%,-8.5%,0.2%,-13.2%,?
Cc1ccc(CNC(=O)CSc2ccc(-c3cccs3)nn2)cc1,-2.4%,-9.5%,-17.3%[59 µM],-12.8%,20.7%,-15.9%,1.1%,2.8%,23.2%
CCN(Cc1ccccc1)C(=O)Cn1c(=O)n(-c2ccc(Cl)cc2)c(=O)c2c(C)c(C)sc21,-13.6%,-3.3%,4.9%[59 µM],-1.2%,44.0%[activator],-15.0%,-3.3%,10.3%,3.5%
O=C(CNC1CCCCC1)Nc1ccc(Cl)cc1,3.4%,i,-5.7%[0.501 µM],5.4%,38.4%,-1.7%,-1.1%,-3.3%,5.6%
Cc1cnn(-c2cc(N/N=C/c3ccccc3F)ncn2)c1,43.0%[activator][57.1 µM],9.3%,20.3%[59 µM],-5.4%,4.2%,-15.6%,-1.0%,4.4%,9.3%
C/C(=N\NC(=O)C1CC1)c1ccc(OC(F)F)cc1,3.9%,-5.7%,12.3%,-4.2%,18.2%,-3.5%,-1.9%,-4.0%,83.5%[activator]
COc1cc2c(cc1OC)CN(C(=O)C(CCSC)NS(=O)(=O)c1ccc(C)cc1)CC2 (stereo unspecified),-1.3%,i,19.5%,-8.4%,54.7%[activator],-15.2%,-2.0%,3.2%,26.0%
